# Screening results (PubChem BioAssay)
# NR2E3 ag-1: human photoreceptor-specific nuclear receptor agonism. Q9Y5X4. inhibition of corepressor binding, % at 3.98 µM. AID 602229. 0.35% of 360,000 active. CHO-S Gal4-NCOR/VP16-NR2E3 two-hybrid, luciferase;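 active means inhibition above the mean of all tested compounds plus 3 SD, cut at about 70% in these data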;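 further: 0% = DMSO with NR2E3 transfected cells and 100% = cells lacking NR2E3 construct; higher means lower luciferase signal from less NR2E3 corepressor binding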
# Target sequence (Q9Y5X4 whole entry, looked up, the tested form may be a part): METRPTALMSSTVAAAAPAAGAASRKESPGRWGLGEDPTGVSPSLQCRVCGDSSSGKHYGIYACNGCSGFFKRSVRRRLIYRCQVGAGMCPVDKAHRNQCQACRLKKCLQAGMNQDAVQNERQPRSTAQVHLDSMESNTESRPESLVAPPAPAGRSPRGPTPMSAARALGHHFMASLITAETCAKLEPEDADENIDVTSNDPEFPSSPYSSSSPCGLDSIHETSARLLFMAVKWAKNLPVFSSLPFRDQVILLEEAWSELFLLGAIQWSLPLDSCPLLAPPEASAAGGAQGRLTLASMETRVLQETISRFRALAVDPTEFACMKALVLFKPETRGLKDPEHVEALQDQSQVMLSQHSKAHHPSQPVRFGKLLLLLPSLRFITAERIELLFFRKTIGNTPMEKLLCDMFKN
# KKLEB tox: counter-screen for CF NF-kB inhibitors: cytotoxicity | AID 602141 | 0.36% of 360,000 active | activity change (cytotoxicity), % at 5 µM | KKLEB CF airway cells viability, ATPlite luminescence, overnight; active compounds read low; cells stimulated with P. aeruginosa culture filtrate;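 active means corrected activity change at or below -50% at 5 µM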
# TWEAK Fn14 block: TWEAK-Fn14 signaling inhibition; TWEAK-stimulated Fn14 reporter cells, luciferase luminescence, 8 h; inhibition, % at 10 µM; 2% of 360,000 active; in the data active means inhibition above about 50%
# aDG glyco act: increases alpha dystroglycan glycosylation; Pro5-aDG cells, alpha-DG glycosylation AlphaScreen (IIH6); 0% Pro5, 100% B10-LARGE cell signal; activation, % at 10 µM; 0.22% of 360,000 active;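 active means activation of at least 8% versus controls, or a plate z-score of at least 8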;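 further: Pro5 are CHO cells carrying HIG-tagged alpha-DG that lacks glycosylation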
# HIF-2a block: blocks HIF-2a reporter activity | 786-0 RCC cells HIF-2a reporter, luciferase luminescence, overnight | inhibition, % at 18.8 µM | 0.72% of 360,000 active;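 active means inhibition of the luminescence signal of 40% or more relative to plate controls, in a single-dose primary screen at 18.75 µM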
# hiPSC survival: enhancers of human iPSC single-cell survival. survival enhancement, % at 20 µM. hiPSC single-cell survival, ATPlite luminescence; 100% = ROCK inhibitor wells, 0% = DMSO. 0.044% of 360,000 active. AID 602274; in the data active means survival enhancement above about 18%;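 further: cells exposed to compounds for 16 hours before the ATP read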
# MITF TRPM1 inh: inhibitors of MITF-driven TRPM1 promoter in melanoma cells. SK-MEL-5 TRPM1 promoter luciferase, 24 h. inhibition, % at 12.5 µM. 0.83% of 330,000 active;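 active means mean inhibition across replicates of 60% or more, whatever share of single replicates reaches that level; inconclusive means some that reach 60%, reason not given; inactive means mean inhibition across replicates below 60%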; further: values of inactives mirror those of a sister screen read the other way
# CF NFkB block: blocks PAF-induced NF-kB reporter in cystic fibrosis cells | KKLEB NF-kB-GFP reporter, GFP fluorescence overnight | inhibition, % at 5 µM | 0.86% of 360,000 active | AID 588850;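 active means at least 50% inhibition at 5 µM, scaled per plate between neutral and stimulator controls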;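 further: PAF is a Pseudomonas aeruginosa culture filtrate used as stimulus; plate controls were PAF-stimulated DMSO wells for no effect and unstimulated DMSO wells for full effect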
# NR2E3 ag-2: agonists of human nuclear receptor NR2E3 | Q9Y5X4 | AID 2300 | 0.12% of 320,000 active | inhibition of corepressor binding, % at 4.78 µM | GST-NR2E3/biotin-RetCOR TR-FRET, 1536-well;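 active means percent inhibition above the cutoff of mean plus 3 SD of all tested compounds, set per screening campaign, cut at about 20% in these data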;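 further: 0% = DMSO wells and 100% = biotin wells as full block of FRET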
#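 Material: NR2E3–RetCOR corepressor complex / Incubation: Compound–protein incubation for 5 h at 4 °C / Dosing: compound at 4.8 µM, single dose / Detection: time-resolved FRET / Benchmarks: high control biotin, low control 0.6% DMSO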
# Peg3 prom inh: Peg3 promoter activity inhibition. HeLa PEG-Prom luciferase reporter, luminescence, overnight. inhibition, % at 20 µM. 1.7% of 360,000 active;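 active means inhibition of at least 50% at 20 µM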
# Shn3 inh set2: reduces Shn3 3'UTR luciferase signal in osteoblasts. Clone20 osteoblast Shn3 3'UTR firefly luciferase, 24 h. inhibition, % at 12.5 µM. 0.52% of 360,000 active;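 active means mean inhibition of at least 75% with every replicate also reaching 75%; inconclusive means mean inhibition at least 75% but some replicate below; inactive means mean inhibition below 75%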;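 further: 0% = median of neutral control wells and 100% = pilot-screen positive control compound; some compounds past the cut are filed as inactive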
# Active calls of the source: *; ? = inconclusive; . = not tested or not shown.
SMILES	MITF TRPM1 inh	CF NFkB block	hiPSC survival	KKLEB tox	NR2E3 ag-1	Shn3 inh set2	Peg3 prom inh	HIF-2a block	NR2E3 ag-2	aDG glyco act	TWEAK Fn14 block
Cc1ccc(C2(C)NC(=O)N(CC(=O)N3CCN(S(=O)(=O)c4cccs4)CC3)C2=O)cc1 (stereo not given)	3	30	-0.5	-4	-11	8	6	7	1	-0.4	8
O=[N+]([O-])c1ccc(C[n+]2cc(-c3ccc(Cl)c(Cl)c3)n3c2CCCCC3)cc1	8	0	0.6	-19	-4	-3	-3	22	2	-0.1	-6
Cc1cccc(C)c1OCC1CNC(=O)O1 (stereo not given)	16	1	-0.3	-1	-29	3	5	20	-3	-0.1	-6
CC(=O)Cn1cnc2scc(-c3ccc(C)c(C)c3)c2c1=O	-2	5	-0.5	7	-3	6	19	18	5	-0.1	3
COc1cc2c(cc1OC)C1(NCC2)C(=O)Nc2ccccc21 (stereo not given)	0	8	4.4	5	1	5	10	7	-1	-0.1	18
Nn1c(SCC(=O)Nc2ccc(F)c(F)c2)nnc1C1CCCCC1	0	2	2.9	3	-1	-8	15	4	2	-0.1	4
C=CCSc1ncccc1C(=O)NCCc1ccc(Cl)cc1	2	4	0.7	-9	-8	9	5	3	-3	0.1	-2
Clc1ccc(OCCN2CCOCC2)cc1	-56	-1	-0.6	13	-5	4	-6	-15	0	0.0	-20
CCN1C(=O)C(C)S/C1=N\S(=O)(=O)c1ccc(F)cc1 (stereo not given)	3	5	0.3	5	-14	49	13	15	3	-0.1	2
O=c1[nH]c2ccccc2cc1-c1noc(-c2cccnc2)n1	-12	-14	-0.7	4	-9	-31	-54	-40	1	0.0	-10
Cn1ccnc1SCC(=O)c1c(N)n(C)c(=O)n(C)c1=O	-11	-20	-1.8	18	-38	-7	3	3	.	-0.3	-17
Cn1cnnc1SCC(=O)Nc1ccc(Br)cc1F	6	-1	0.5	-1	-7	-3	4	-6	2	0.1	-12
CCc1nnc(NC(=O)c2ccc(-c3cccc(C(F)(F)F)c3)o2)s1	4	-12	4.1	-14	-1	1	-18	4	4	-0.3	-3
N/C(=N\NS(=O)(=O)c1ccccc1C(F)(F)F)c1ccccn1	2	2	0.8	9	-9	-7	10	11	1	0.2	-2
CSCc1ccc(C(=O)NCc2ccc(C)cc2)cc1	-33	10	-0.4	9	-41	-5	-48	-71	-2	0.0	-6
O=C(CCc1nc2ccccc2c(=O)[nH]1)OCc1nnc(-c2ccccc2)o1	-8	-8	-1.1	7	8	-2	-29	-28	5	0.3	-2
CC1(C)N([O-])C(c2ccccc2)=C[N+](=O)C1(C)C	5	-7	-0.2	7	7	-10	-3	17	1	0.1	-11
CCOC(=O)/C=C/[C@H]1CCc2cccc(Cl)c2O1	18	-11	9.0	13	27	-13	5	10	-3	0.0	-14
FC(F)(F)c1cccnc1-n1cncn1	-8	7	-0.1	-1	-6	1	-6	8	2	-0.1	13
O=S(=O)(CCc1ccncc1)c1ccc(Cl)cc1	14	1	0.4	4	-12	8	11	11	7	0.2	11
COc1cc(/C=N/N=C(N)N)ccc1OCc1ccc(Cl)cc1	89*	25	-4.2	-17	-118	56	103*	-104	1	-1.0	81*
COC(=O)Cc1cc(=O)n2[nH]cnc2n1	1	2	0.4	-9	-18	6	1	-1	1	0.1	-5
CC1CCN(C(=O)C(Cc2ccccc2)NS(=O)(=O)c2ccc3c(c2)oc(=O)n3C)CC1 (stereo not given)	-1	-7	0.0	3	-12	7	2	5	1	-0.1	-10
Cc1cccc(NC(=O)Nc2ccc(Br)cc2)n1	-50	14	-0.3	-2	-79	-124	-164	-213	1	0.2	3
O=C(COC(=O)c1cccnc1Cl)NC(=O)NC1CCCCC1	6	13	-0.8	-7	-19	10	-6	10	.	0.0	1
Nc1c(C=C2C=CC(=O)C=C2)c(=O)nc2sc(CC(=O)N3CCCCC3)nn12	-6	-12	-0.4	17	-20	-14	14	14	1	-0.1	-1
Cc1nnc(SCc2nc3ccccc3s2)n1N	-22	-6	0.1	7	-74	-101	-190	-268	-1	-0.1	-18
CCOC(=O)c1c(NC(=O)Cn2cnc([N+](=O)[O-])n2)sc(C)c1C	21	7	1.9	-4	-13	-6	-2	16	3	0.2	-1
Cc1nc(C(F)(F)F)c(C(=O)O)cc1-c1nc(-c2ccccc2)cs1	-4	-6	0.1	11	-5	-1	-11	16	3	0.2	12
C/[N+]([O-])=C\C1C(=O)CC(C)(C)CC1=O	4	9	2.9	0	-36	9	10	14	2	-0.2	-7
COc1ccccc1N1CCN(S(=O)(=O)c2ccc(Cl)cc2)CC1	9	-11	-0.5	3	-1	-16	22	16	1	0.1	6
CC1Cc2cc(/C(O)=C3\C(=O)C(=O)N(Cc4cccnc4)C3c3ccccc3F)ccc2O1 (stereo not given)	13	-11	0.1	3	-37	-17	-1	0	16	-0.3	10
Cc1ccc(NC(=O)c2cc(-c3cccc(O)c3)on2)cc1C	-71	-10	0.2	-4	-155	-48	-369	-306	3	0.0	-18
COn1c(-c2ccccc2)nc2ncccc21	-17	-8	-0.9	8	-4	5	-15	-3	-1	-0.2	8
CC[C@H]1O[C@H](C)CC2=C1C(=O)OC(C)(C)O2	.	.	1.2	.	-9	.	.	6	.	0.2	-2
O=C(CCCN1C(=O)/C(=C\c2cccs2)SC1=S)Nc1ccc(O)cc1	0	-10	-0.7	0	17	-1	31	9	2	0.3	2
CCOC(=O)C(=CNc1cccc(C)c1C)C(=O)OCC	-3	3	0.3	12	-32	-1	-61	-147	0	0.1	-7
CCCNC(=O)C1(C)CCN(Cc2cc(C)n(C)n2)C1 (stereo not given)	.	-3	1.7	4	-1	-1	7	4	.	-0.1	9
COCc1c(C(=O)OC)nnn1-c1ccccc1	0	-4	-1.8	-32	-8	-7	4	12	-1	-0.3	3
COc1ccc(OC)c(C2=NNC(=NCc3ccc4c(c3)OCO4)SC2)c1	13	7	3.2	10	-19	-4	-3	0	4	0.2	16
O=C(Nc1ccc(F)cc1F)NC1CC1	0	-9	-2.4	5	-12	-7	-1	18	4	0.1	1
COC(=O)c1ccc(SCc2ccccc2)nc1	.	2	-0.5	4	-5	-94	-250	-145	6	-0.1	3
O=S(=O)(NCC(c1cccnc1)N1CCN(c2ccc(F)cc2)CC1)c1cc(F)ccc1F (stereo not given)	3	8	-1.9	-7	-14	-32	9	22	1	0.2	-8
COc1ccc(S(=O)(=O)n2nc(C)cc2C)cc1OC	-1	9	-0.5	-10	-46	9	6	5	-1	0.1	4
Cc1ccc(-n2ncc3c(NCc4ccc5c(c4)OCO5)ncnc32)c(C)c1	7	18	-0.1	-17	-1	34	7	16	1	0.1	3
Cc1ccc(S(=O)(=O)N2CCOC2CNC(=O)C(=O)NCc2ccccc2)cc1 (stereo not given)	9	3	1.4	-14	10	-4	9	13	0	0.0	2
CSc1ccc(S(=O)(=O)NC2CCCCCC2)cc1	12	1	-1.0	4	-1	20	23	3	3	0.2	23
COC(=O)c1cn(C)c2ccc(S(=O)(=O)N(C)C3CCCCC3)cc2c1=O	.	-22	0.4	11	-1	8	0	1	.	-0.2	0
N/C(=N\c1nc2ccccc2o1)NC(=O)c1cccc(Br)c1	.	-31	-0.6	16	-3	13	-6	1	-1	-0.1	-14
COC(=O)Cn1c(CCS(=O)(=O)c2ccc(C)cc2)nc2ccccc21	1	3	0.1	-5	1	-3	6	21	1	0.0	8
CC1=NN(c2nc(-c3ccc(C)cc3)cs2)C(=O)C1N=Nc1cccc(C)c1 (stereo not given)	-9	4	-0.5	-6	-29	-28	-77	-18	1	-0.4	-8
Nc1cc(=O)[nH]c(SCC(=O)NC2CCCc3ccccc32)n1 (stereo not given)	6	-6	0.3	-8	-3	-8	6	12	1	0.0	6
Cn1c(/C=C/c2ccc(Cl)cc2)c([N+](=O)[O-])c(=O)n(C)c1=O	?	27	2.0	6	9	-4	15	63*	1	0.1	56*
COC(=O)C1=CN(Cc2ccc(F)cc2)C=C(C(=O)OC)C1c1cc(OC)c(OC)c(OC)c1	-8	-2	-0.1	-6	0	9	21	25	2	0.4	1
O=C(Cn1cnc2c(nnn2-c2ccccc2)c1=O)NCCc1ccccc1	.	-14	-2.5	5	-45	-7	7	0	-2	0.2	2
CC(C)CNC(=S)NC(=O)c1csc([N+](=O)[O-])c1	5	-7	1.6	0	-9	1	1	-17	5	0.0	-7
CCc1ccccc1N(C)S(=O)(=O)c1ccc2[nH]cc(C(=O)N3CCc4ccccc43)c(=O)c2c1	4	18	2.8	-10	13	2	33	15	5	0.2	28
CN1CCN(C2CCN(c3ccc(Nc4nnc(Cl)c(Nc5ccccc5S(C)(=O)=O)n4)c(OC(CF)CF)c3)CC2)CC1	-17	-21	-3.0	13	-3	-22	11	5	.	-0.7	-20
CC(OC(=O)CCN=C1NS(=O)(=O)c2ccccc21)C(=O)N(C)C1CCCCC1 (stereo not given)	2	15	-0.4	-11	1	12	5	6	1	-0.2	-5
COc1ccc(S(=O)(=O)N2CCOCC2)cc1NC(=O)COC(=O)c1ccc(C)s1	-6	0	-0.5	-3	7	26	7	6	.	-0.5	-18

# More entries
SMILES	MITF TRPM1 inh	CF NFkB block	hiPSC survival	KKLEB tox	NR2E3 ag-1	Shn3 inh set2	Peg3 prom inh	HIF-2a block	NR2E3 ag-2	aDG glyco act	TWEAK Fn14 block
COc1ccc(OCCOC(=O)C(C)NS(=O)(=O)c2ccc(NC(C)=O)cc2)cc1 (stereo not given)	6	14	0.3	-1	10	-37	-6	4	-1	0.0	-2
Fc1ccc2cnc(C3=CCCCC3)cc2c1	-102	-50	5.5	10	-18	-81	-297	-198	.	-0.1	-47
NC(=O)N/N=C/c1ccccc1OCC(=O)NCc1ccccc1	-5	6	-3.0	4	11	-68	10	6	-2	-0.2	3
COc1ccc(C(=O)Nc2cc3c(oc2=O)CCCC3=O)cc1	-58	0	2.1	0	-48	-38	-74	-112	1	0.2	-19

# Single records (already shown). Values in the order: MITF TRPM1 inh	CF NFkB block	hiPSC survival	KKLEB tox	NR2E3 ag-1	Shn3 inh set2	Peg3 prom inh	HIF-2a block	NR2E3 ag-2	aDG glyco act	TWEAK Fn14 block
# `COc1ccc(OCCOC(=O)C(C)NS(=O)(=O)c2ccc(NC(C)=O)cc2)cc1` (stereo not given) in the list: 6	14	0.3	-1	10	-37	-6	4	-1	0.0	-2
# `Fc1ccc2cnc(C3=CCCCC3)cc2c1` in the list: -102	-50	5.5	10	-18	-81	-297	-198	.	-0.1	-47
# `NC(=O)N/N=C/c1ccccc1OCC(=O)NCc1ccccc1` in the list: -5	6	-3.0	4	11	-68	10	6	-2	-0.2	3

# Not a hit list. About 4.4% of those tested had a hit in this group.
